SENP7 inh: SENP7 protease inhibition. recombinant SENP7, Z-RLRGG-aminoluciferin luminescence, 40 min. inhibition, % at 5 µM. 330,000 compounds, 1.5% hits. AID 434973;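 active = inhibition above about 50% at the single test dose, limit read from the data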;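 note: plate controls were DMSO with enzyme for no effect and no enzyme buffer wells for full effect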
Apaf1 inhib: human Apaf-1 inhibition. inhibition, % at 20 µM. O14727. reconstituted apoptosome caspase-3 activity, DEVD-Rh110 fluorescence. 330,000 compounds, 0.71% hits; active = inhibition of at least 40% at 20 µM;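 note: plate controls were DMSO wells for no effect and DEVD-CHO caspase inhibitor wells for full effect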
Target sequence (O14727 whole entry, looked up): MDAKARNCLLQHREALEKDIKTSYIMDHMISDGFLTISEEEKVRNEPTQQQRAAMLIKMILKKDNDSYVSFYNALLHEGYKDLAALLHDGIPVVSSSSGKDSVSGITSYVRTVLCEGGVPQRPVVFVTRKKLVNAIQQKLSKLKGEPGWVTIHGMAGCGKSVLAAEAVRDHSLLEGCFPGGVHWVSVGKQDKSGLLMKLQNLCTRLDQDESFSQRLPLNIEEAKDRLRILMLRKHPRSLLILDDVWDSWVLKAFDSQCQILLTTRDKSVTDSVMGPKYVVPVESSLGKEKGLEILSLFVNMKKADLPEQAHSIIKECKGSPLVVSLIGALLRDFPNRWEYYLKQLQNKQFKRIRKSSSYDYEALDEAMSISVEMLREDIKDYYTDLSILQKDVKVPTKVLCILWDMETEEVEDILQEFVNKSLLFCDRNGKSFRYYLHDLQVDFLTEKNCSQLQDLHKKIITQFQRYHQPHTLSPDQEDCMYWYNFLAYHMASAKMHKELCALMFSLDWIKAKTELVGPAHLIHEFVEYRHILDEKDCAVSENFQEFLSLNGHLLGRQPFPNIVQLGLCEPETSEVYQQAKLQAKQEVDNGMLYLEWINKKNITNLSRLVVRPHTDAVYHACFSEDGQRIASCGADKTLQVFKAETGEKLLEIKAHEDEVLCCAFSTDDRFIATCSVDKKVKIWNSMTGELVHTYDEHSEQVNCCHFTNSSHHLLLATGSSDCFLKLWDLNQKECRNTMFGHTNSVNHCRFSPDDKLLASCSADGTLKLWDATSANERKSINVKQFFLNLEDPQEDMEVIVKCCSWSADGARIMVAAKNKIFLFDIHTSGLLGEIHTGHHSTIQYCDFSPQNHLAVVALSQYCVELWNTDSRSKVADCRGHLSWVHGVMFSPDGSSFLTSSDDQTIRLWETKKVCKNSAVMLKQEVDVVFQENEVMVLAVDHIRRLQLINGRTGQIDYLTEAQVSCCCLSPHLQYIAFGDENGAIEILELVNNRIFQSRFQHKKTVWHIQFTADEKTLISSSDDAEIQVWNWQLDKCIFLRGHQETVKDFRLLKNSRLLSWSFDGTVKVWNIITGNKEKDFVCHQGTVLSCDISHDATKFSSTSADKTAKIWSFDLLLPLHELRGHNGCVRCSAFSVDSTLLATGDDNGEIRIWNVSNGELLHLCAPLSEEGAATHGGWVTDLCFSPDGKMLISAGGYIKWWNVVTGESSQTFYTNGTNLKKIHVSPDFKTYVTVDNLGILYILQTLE
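System – cell-free apoptosome with Apaf-1, procaspase-3 and caspase-9 · Buffer or medium – pH 7.5 Hepes buffer with CHAPS, BSA, DTT · Also added – cytochrome c with DEVD-Rh110 · Times – 30 min compound preincubation, 50 min activation, room temperature · Technique – Rh110 fluorescence intensity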
Gli-Sufu antag: antagonists of Gli-Sufu signaling | Sufu-KO-LIGHT fibroblasts, Gli luciferase reporter luminescence | inhibition, % at 5 µM | 340,000 compounds, 0.74% hits;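 active = inhibition above about 55%, limit read from the data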;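 note: 0% = DMSO-treated cells and 100% = wells with medium but no cells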
UBC13 polyUb: human UBC13 polyubiquitination inhibition | P61088 | UBC13 polyubiquitin chain formation, TR-FRET | inhibition, % at 20 µM | 330,000 compounds, 0.47% hits | AID 485273; in the data active = inhibition above about 45%, passing the limit was not always enough
HKDC1 inh: blocks human hexokinase HKDC1 activity; recombinant HKDC1, G6PDH/diaphorase resazurin coupled fluorescence; AID 493160; inhibition, % at 20 µM; Q2TB90; 340,000 compounds, 0.16% hits;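 active = inhibition above about 35% when tested at 20 µM, limit read from the data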;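 note: plate controls were DMSO wells with enzyme for no effect and DMSO wells lacking enzyme for full effect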
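test system = in-house recombinant HK5 (HKDC1) enzyme | amount = HKDC1 at 5 µg/mL | control set = DMSO-enzyme wells negative, buffer-substituted wells positive | compound = one dose of 20 µM, 1% DMSO | schedule = reaction time 90 min, room temperature, protected from light | technique = resorufin fluorescence at 613 nm | reagent = glucose with 1 mM ATP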
Jurkat NFkB inh: lowers PMA/ionomycin-induced NF-kB signal in Jurkat cells; inhibition, % at 4 µM; AID 435003; PMA/ionomycin-induced NF-kB luciferase reporter, luminescence; 330,000 compounds, 0.53% hits
SENP8 block: inhibitors of human SENP8 protease; Q96LD8; purified SENP8, Z-RLRGG-aminoluciferin cleavage, luminescence; inhibition, % at 10 µM; 330,000 compounds, 1.2% hits; AID 2540
697 NFkB inh: inhibitors of the PMA/ionomycin-induced NF-kB reporter in 697 B cells; 697 B-cell NF-kB luciferase reporter, 16 h; inhibition, % at 4 µM; 330,000 compounds, 0.33% hits; in the data active = inhibition above about 35%
* marks the source's active call; other numbers are inactive results. Cut-off read from the data, not from the text of the source, unless noted: active = inhibition above about 50%; inactive = the rest.

SMILES	SENP7 inh	Apaf1 inhib	Gli-Sufu antag	UBC13 polyUb	HKDC1 inh	Jurkat NFkB inh	SENP8 block	697 NFkB inh
CCCCOC(=O)Nc1nc2ccccc2s1	35	-2	-93	-8	-6	-155	-2	-144
CC(C)(C)OC(=O)C[C@@H]1C/C=C\C[C@H](CC(=O)NCCO)C(=O)N[C@H](Cc2ccccc2)COC1=O	-2	-6	24	10	-5	9	2	12
O=C(CCc1nc2ccccc2c(=O)[nH]1)N1CCN(S(=O)(=O)c2ccccc2Br)CC1	0	-2	17	0	1	20	0	26
CC(C)CN(C(=O)CCCOc1ccc(Cl)cc1Cl)c1c(N)n(Cc2ccccc2)c(=O)[nH]c1=O	-11	20	2	-21	3	-6	-5	-9
Cc1ccc(-c2nnn(CC(=O)N3CCCCC3)n2)c(-n2cnnn2)c1	-6	2	10	-3	-8	-5	-5	11
Cc1ccnc(NC(=O)C2CCN(S(=O)(=O)c3cccc(C(F)(F)F)c3)CC2)c1	-3	18	-4	3	1	2	6	4
COc1cccc(/C(O)=C2/C(=O)C(=O)N(c3ccccn3)C2c2ccc(OC)c(OC)c2)c1 (configuration not stated)	2	-3	4	3	6	-7	0	14
O=S(=O)(NCCS(=O)(=O)N1CCN(c2ccccc2)CC1)c1ccc(F)cc1	9	3	3	1	-3	2	-7	8
OC1(C(F)(F)F)CC(c2ccc3ccccc3c2)=NO1 (configuration not stated)	-13	-14	4	6	-1	14	-14	17
COc1cccc2cc(C(=O)Nc3ccc(F)cc3)c(=Nc3ccc(C(=O)O)cc3)oc12	-7	3	-7	-11	77*	-14	-11	10
Nc1ccc(Nc2ccc([N+](=O)[O-])cc2[N+](=O)[O-])cc1	9	-8	7	-70	-9	-2	6	6
Cc1ccc(S(=O)(=O)N2CCN(C3CC(=O)N(Cc4ccccc4)C3=O)CC2)cc1C (configuration not stated)	4	5	7	3	13	6	5	17
CC1CC(C)CN(S(=O)(=O)N2CCCC(C(=O)NCCCN3CCCCC3C)C2)C1 (configuration not stated)	5	-11	14	6	-5	0	0	-18
O=C(O)c1ccc(CNCc2cccc(Cl)c2)cc1	-13	0	2	-6	-29	-7	-4	-17
Cc1ccc(C2(CCN)CCOC(C(C)C)C2)cc1 (configuration not stated)	4	0	14	2	0	7	3	-14
O=C(NCc1ccccc1)C(c1ccco1)N(C(=O)c1ccccn1)c1ccccc1 (configuration not stated)	1	-3	-21	4	-1	3	7	13
COc1ccccc1N1CCN(S(=O)(=O)c2cc3[nH]c(=O)c(=O)[nH]c3cc2C)CC1	13	6	-5	-6	2	7	-12	-9
C[C@H]1CN([C@@H](C)CO)C(=O)c2cc(NC(=O)C3CCCCC3)ccc2O[C@H]1CN(C)S(=O)(=O)c1ccccc1	2	12	23	6	-5	11	6	21
COc1ccc(NC(=O)CSc2nc3nc(C)cc(C)c3c(=O)[nH]2)cc1	10	7	29	1	5	6	3	-9
Cc1occc1-c1nnc(SCc2cc(=O)n3cc(Br)ccc3n2)n1C	7	-2	8	2	-3	2	2	14
COc1ccc(C(=O)NC(C)c2cc(OC)c(OC)cc2Br)cc1 (configuration not stated)	0	-4	1	-2	-1	9	0	8
C=CCSc1nc(Oc2ccccc2)c2sccc2n1	10	7	0	-4	4	-6	5	-19
CCC(OC(=O)c1cc2sccc2n1C)C(=O)NCC1CCCO1 (configuration not stated)	-3	-10	-5	-10	-10	-7	-9	-13
COc1cc(C(=O)NCC(=O)NCCCSc2ccccc2)cc(OC)c1OC	2	-1	1	6	-3	-7	-1	5
COc1ccc(CNC(=O)Nc2cccc(C)c2)cc1	19	-4	-46	4	2	-35	-13	-48
CC(C)CC(=O)Nc1ccc2c(c1)nc(CCN1CCCCC1)n2C	4	1	-13	3	-7	13	-6	2
Cc1cc(C)cc(NC(=O)CSc2nc(CSc3ccc(Cl)cc3)cc(=O)[nH]2)c1	-6	-8	2	7	-3	8	1	7
COC(=O)c1[nH]c2cccc(C)c2c1NC(=O)CN1CCN(c2ccccc2OC)CC1	-2	11	2	5	-4	5	1	-30
CC(=O)c1ccc(OC(C)C(=O)NC2CCCCC2C)cc1 (configuration not stated)	2	16	-2	-3	-6	8	3	16
COc1cc(CCC(=O)NCc2ccc3c(c2)OCO3)cc(OC)c1OC	-2	0	-4	0	3	-16	-9	-4

The final 2 records of the section above open the next one:
SMILES	SENP7 inh	Apaf1 inhib	Gli-Sufu antag	UBC13 polyUb	HKDC1 inh	Jurkat NFkB inh	SENP8 block	697 NFkB inh
CC(=O)c1ccc(OC(C)C(=O)NC2CCCCC2C)cc1 (configuration not stated)	2	16	-2	-3	-6	8	3	16
COc1cc(CCC(=O)NCc2ccc3c(c2)OCO3)cc(OC)c1OC	-2	0	-4	0	3	-16	-9	-4
COc1cccc(NC(=O)CN(C)C(=O)c2ccccc2CCc2ccccc2)c1	-10	20	10	8	-3	1	1	-19
CCN(CC)S(=O)(=O)c1cc(C(=O)OC)ccc1Cl	5	5	-7	-2	-4	6	5	13
O=C(/C=C/c1ccccc1)N/C(=C/c1ccccc1)C(=O)NCCO	3	3	2	-11	-2	4	-4	9
CC(=O)N/C(=N/c1nc(C)cc(C)n1)Nc1ccc(C)cc1Cl	-11	15	42	22	3	-12	-10	0
CCOc1ccc(CCNC(=O)c2cccs2)cc1OCC	-4	-14	10	8	-3	5	0	-5
CCOC(=O)c1c(C)n(C)c2ccc(OC)c(NC(=O)CN3CCN(Cc4ccccc4)CC3)c12	-3	11	9	14	6	-12	1	5
O=C(N/C(=C\c1cccnc1)C(=O)N1CCC(O)CC1)c1ccccc1	6	-1	-25	3	-9	-9	4	8
CCOC(=O)CSc1nc2c(sc3ccccc32)c(=O)n1CCCN1CCOCC1	-13	17	9	4	2	-11	-5	-2
O=C(COc1ccc(Cl)cc1)NCc1nnc(SCC(=O)NC2CCCCC2)o1	-4	10	2	-4	0	-4	-9	12
O=C(OCCOCCN=C1NS(=O)(=O)c2ccccc21)c1ccccc1Br	-7	4	15	-1	-1	-11	-12	1

Single records, as listed above. Order of screens: SENP7 inh	Apaf1 inhib	Gli-Sufu antag	UBC13 polyUb	HKDC1 inh	Jurkat NFkB inh	SENP8 block	697 NFkB inh
`O=C(COc1ccc(Cl)cc1)NCc1nnc(SCC(=O)NC2CCCCC2)o1` is listed with -4	10	2	-4	0	-4	-9	12
`Cc1ccnc(NC(=O)C2CCN(S(=O)(=O)c3cccc(C(F)(F)F)c3)CC2)c1` is listed with -3	18	-4	3	1	2	6	4
`Cc1ccc(-c2nnn(CC(=O)N3CCCCC3)n2)c(-n2cnnn2)c1` is listed with -6	2	10	-3	-8	-5	-5	11
`OC1(C(F)(F)F)CC(c2ccc3ccccc3c2)=NO1` (configuration not stated) is listed with -13	-14	4	6	-1	14	-14	17
`COc1cc(CCC(=O)NCc2ccc3c(c2)OCO3)cc(OC)c1OC` is listed with -2	0	-4	0	3	-16	-9	-4

Next part.
SMILES	SENP7 inh	Apaf1 inhib	Gli-Sufu antag	UBC13 polyUb	HKDC1 inh	Jurkat NFkB inh	SENP8 block	697 NFkB inh
COc1ccc(/C(C)=N/Nc2ccc(C(=O)O)cc2)c(OC)c1	1	1	-23	-9	-4	-4	1	-82
COc1cc(/C=C/C(=O)O)cc(S(=O)(=O)Nc2ccc(F)cc2)c1OC	-1	0	2	-12	2	3	-7	15
CC1CN(CC(O)COc2ccc(C(=O)c3ccccc3)cc2)CC(C)O1 (configuration not stated)	-3	18	4	-2	-9	-3	2	-7
O=C(CN(c1ccc2c(c1)OCCO2)S(=O)(=O)c1ccccc1)NCC1CCCO1 (configuration not stated)	-2	-13	0	5	-1	-6	2	22
O=S(=O)(c1ccccc1)c1nc(-c2ccccc2F)oc1NCc1cccnc1	-19	28	-11	-10	-9	-20	-4	-72
Cc1ccc(C(=O)N2c3ccc(F)cc3CCC2C)o1 (configuration not stated)	4	6	-2	5	7	-1	-1	6
CCOc1cc([C@H]2[C@@H]3CCCC[C@]3(O)CCN2CC(=O)NCc2ccco2)ccc1O	-2	-4	3	4	-4	3	-5	4
Cc1cc(C)c(C#N)c(SCC(=O)Nc2ccc(S(=O)(=O)Nc3ncccn3)cc2)n1	2	14	-5	-2	7	7	-4	4
O=C(NCC1CCCN(C(=O)CN2CCCCC2)C1)c1ccccc1Cl (configuration not stated)	0	-26	-5	2	-4	-9	6	-6
c1ccc2[nH]c(-c3ccc4c(c3)OCO4)nc2c1	97*	-6	-101	-2	5	-87	93*	-189
O=C(Cn1nc(Cl)nc1Cl)c1ccc([N+](=O)[O-])cc1	3	1	-1	-8	2	-11	-8	5
CCOC(=O)Cn1c(=O)oc2cc(S(=O)(=O)N3CCCC(C(=O)OCC)C3)ccc21 (configuration not stated)	4	-8	-2	-2	-6	-5	5	14
O=C(O)CSCNC(=O)CC12CC3CC(CC(C3)C1)C2	-3	2	7	1	-3	2	0	2
C/C(=N\NC(=O)c1cc([N+](=O)[O-])cc([N+](=O)[O-])c1)c1ccco1	-2	2	-1	-20	13	4	-1	-10
COc1ccc([N+](=O)[O-])cc1NC(=O)CS(=O)(=O)c1ccc(C)cc1	-2	-4	-5	-6	2	-11	-17	4
CCOc1ccc(C(=O)CCC(=O)N2CCN(c3ncccn3)CC2)cc1	-2	8	-2	-2	-4	-42	8	-17
CCOc1ccc(S(=O)(=O)N2CCC(C(=O)NCC3CCCO3)CC2)cc1C (configuration not stated)	1	2	-7	-1	3	18	-2	23
Cc1ccc(Nc2nc(N)[nH]c(=O)c2N=O)cc1	-8	7	5	-55	-7	3	-9	0
CC1CC(O)(CC(O)(c2ccccc2)c2ccccc2)C(C)CN1C (configuration not stated)	-8	7	8	0	-1	-28	5	-24

Assay outcomes: PubChem, Sanford-Burnham Center for Chemical Genomics
